# Salmonella PhoP GFP – PhoP-dependent GFP reporter repression – Salmonella Typhimurium, primary screen (AID 1863). 300,000 tested, 0.16% active. inhibition, % at 50 µM, or IC50 in µM where a hit was titrated. S. Typhimurium PhoP-regulated promoter GFP reporter, 4 h; higher % means a stronger effect;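 active = inhibition over 29.93%, a cutoff 3 SD above the screen mean, later confirmed by dose response; inconclusive = inhibition over 29.93% but no dose response follow-up; inactive = inhibition at most 29.93% or unconfirmed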;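 note: 0% = low Mg2+ inducing control and 100% = high Mg2+ repressing control; strong numbers were not always called active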
# TNAP activators – stimulation of alkaline phosphatase TNAP activity – biochemical, luminescent, no phosphate acceptor, uHTS, primary screen (AID 1001); one-dose activation fold at 20 µM; EC50 in µM for titrated hits; 200,000 tested, 0.03% active; purified TNAP, luminescent activation assay, no phosphate acceptor; higher activation fold means a stronger effect; in the data active = activation fold from about 3, or a potency from the dose series; inactive = the rest, 99 in 100 with activation fold below about 1.6; note: many of its hits are not listed in these tables
# PMI inhibitors – inhibitors of human PMI, primary screen, biochemical, fluorescence intensity, coupled assay (AID 1209). purified PMI enzyme, coupled fluorescence intensity; higher % means a stronger effect. one-dose inhibition, % at 20 µM; IC50 in µM for titrated hits. 190,000 tested, 0.42% active;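 note: plate controls were DMSO vehicle for no effect and wells lacking substrate for full effect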
# XIAP displacement – XIAP antagonists, biochemical, IAP family, fluorescence polarization (AID 1018); 200,000 tested, 0.007% active; XIAP BIR domain, fluorescence polarization peptide displacement; higher % means a stronger effect; displacement, % at 20 µM, or IC50 in µM where a hit was titrated; in the data active = displacement above about 50%; note: a part of the inactive calls stands beside numbers as strong as those of hits
# PMI inhibition – human PMI inhibitors, high substrate, primary screen, biochemical, fluorescence intensity, high mannose 6-phosphate (AID 1220) | recombinant PMI enzyme, coupled fluorescence intensity; higher % means a stronger effect | inhibition, % at 20 µM; hits with a dose series show IC50 in µM | 190,000 tested, 0.66% active
# Myeloid diff MLP – myeloid differentiation induction | ER-HoxA9 myeloid progenitors, lysozyme-GFP differentiation, flow cytometry | 360,000 tested, 1% active | AID 624256 | calls only at 10 µM;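 active = normalized GFP-positive differentiation at or above the plate's own cutoff, the solvent-only control mean plus 3 SD; inconclusive = no clear call, values can overlap the other calls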;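 note: cells exposed to compound for four days before flow analysis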
# WT yeast gro inh – growth inhibition of WT yeast, mitochondrial fusion screen. AID 1362. mitochondrial fusion phenotypic screen, WT strain. 190,000 tested, 2.1% active. inhibition, % at 10 µM; in the data active = inhibition above about 58%; tested in S. cerevisiae
# Siah-1 displacement – Siah-1 peptide-binding antagonists, primary screen, biochemical, fluorescence polarization, rhodamine-plectin, uHTS (AID 1817) | Siah-1 / rhodamine-plectin peptide fluorescence polarization; higher % means a stronger effect | one-dose displacement, % at 20 µM; IC50 in µM for titrated hits | 290,000 tested, 0.02% active;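 active = displacement of at least 50% at 20 µM, with a fluorescence ratio check between 0.3 and a set limit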;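 note: plate controls were Siah plus tracer with DMSO for no effect and tracer alone without Siah for full effect; strong numbers were not always called active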
# RSV antiviral HEp-2 – RSV antiviral activity via CPE protection, HEp-2 cells, primary 10 µM value included (AID 2391). HEp-2 cells, RSV-induced CPE inhibition; higher % means a stronger effect. CPE inhibition, % at 10 µM, or IC50 in µM where a hit was titrated. 310,000 tested, 0.13% active; in the data active = a potency from the dose series; inconclusive = CPE inhibition mostly from about 23% at the one dose, without a potency; inactive = the rest, 99 in 100 with CPE inhibition below about 21%; note: strong numbers were not always called active
# WT yeast gro inh mutant strain – second read-out of WT yeast gro inh, no call of its own (marks repeat the call); inhibition, %; mitochondrial fusion phenotypic screen, mutant strain inhibition
# Myeloid diff MLP GFP+ MAC1+ % – second read-out of Myeloid diff MLP, no call of its own (marks repeat the call); GFP+ MAC1+ double positive, %; measured here: differentiation confirmed by MAC1 staining
# The depositor's hits bear a star; i = inactive; ? = inconclusive; / = no result given. Cut-off read from the data, not from the text of the source, unless noted: active = inhibition above about 50%; inactive = the rest. Compounds were not picked by outcome; 3.1% or so of the library scored in one or more.
# Sample of the layout:
SMILES,Salmonella PhoP GFP,TNAP activators,PMI inhibitors,XIAP displacement,PMI inhibition,Myeloid diff MLP,Myeloid diff MLP GFP+ MAC1+ %,WT yeast gro inh,WT yeast gro inh mutant strain,Siah-1 displacement,RSV antiviral HEp-2
O=C(Cc1ccc(-n2c(=O)c3sccc3n(CC(=O)Nc3ccccc3F)c2=O)cc1)NCc1ccco1,-7%,1.2,1%,-8.2%,6%,i,0.6,-6,25,10%,0.8%
CCOc1ccc(-n2c(SCC(=O)Nc3cc(OC)c([N+](=O)[O-])cc3C)nc3ccccc32)cc1,-4%,1,-3%,1.2%,-2%,i,1.8,-9,2,6%,3.1%

# The listing (from the top)
SMILES,Salmonella PhoP GFP,TNAP activators,PMI inhibitors,XIAP displacement,PMI inhibition,Myeloid diff MLP,Myeloid diff MLP GFP+ MAC1+ %,WT yeast gro inh,WT yeast gro inh mutant strain,Siah-1 displacement,RSV antiviral HEp-2
O=C(Cc1ccc(-n2c(=O)c3sccc3n(CC(=O)Nc3ccccc3F)c2=O)cc1)NCc1ccco1,-7%,1.2,1%,-8.2%,6%,i,0.6,-6,25,10%,0.8%
CCOc1ccc(-n2c(SCC(=O)Nc3cc(OC)c([N+](=O)[O-])cc3C)nc3ccccc32)cc1,-4%,1,-3%,1.2%,-2%,i,1.8,-9,2,6%,3.1%
CCOC(=O)Cc1nnn(CC(=O)OCC)n1,0%,1.1,-9%,-4.8%,-4%,i,1.1,2,-4,4%,1.4%
COc1ccc(-n2c(=S)[nH]c3c(sc(=S)n3-c3ccccc3)c2=O)c(OC)c1,3%,1.1,63%*,-4.5%,38µM*,i,0.9,15,18,6%,-0.6%
COC(=O)Nc1ccccc1C(=O)N1CCCCC1,1%,1.1,-5%,-2.8%,-5%,i,1.5,0,4,-6%,1.9%
COc1cc(SC)ccc1C(=O)N1CCCc2ccccc21,-5%,/,/,/,/,i,0.7,/,/,2%,3.0%
COc1cccc(OC)c1OCCOc1ccc(C(=O)c2ccccc2)cc1,-8%,1.1,-14%,-4.3%,-20%,i,0.8,23,-8,14%,8.7%
CC(C)NC(=O)c1sc2nc(-c3cccs3)cc(-c3cccs3)c2c1N,2%,1.1,-4%,-11%,-7%,/,/,17,6,1%,7.9%
CC(=O)OC1COC(N2CCc3ccccc32)C(OC(C)=O)C1OC(C)=O (stereo unspecified),4%,0.9,10%,-7.0%,1%,i,1.5,-4,4,5%,2.9%
Cc1cc(/C=C(\C#N)C(=O)NC2CCCCCC2)c(C)[nH]1,2%,1.1,-3%,-4.4%,2%,i,0.2,18,-5,-3%,0.6%
Cc1cc(N2CCN(S(=O)(=O)c3ccc4c(c3)OCCO4)CC2)n2ncnc2n1,1%,1.1,8%,-8.3%,5%,i,0.6,8,10,-6%,-0.4%
COc1ccc(NC(=O)NCCN2CCN(c3ccc(C)cc3)CC2)c(Cl)c1,0%,/,/,/,/,i,0.0,/,/,-1%,0.8%
COc1cc(CN2CCN(C(=O)c3cccc4ccccc34)CC2)cc(OC)c1O,-3%,/,/,/,/,i,0.2,/,/,4%,0.2%
CN1C(=O)C(O)(CC(=O)c2ccncc2)c2ccccc21 (stereo unspecified),9%,1,-1%,-4.6%,-2%,i,1.2,-11,-12,0%,0.4%
O=C1c2ccccc2NC(c2ccccn2)N1NS(=O)(=O)c1ccccc1 (stereo unspecified),-1%,1.1,6%,-5.1%,3%,i,1.0,-5,-14,10%,-0.1%
COc1ccccc1C(=O)NC(=S)Nc1ccc(N2CCOCC2)c(Cl)c1,-4%,1.1,27%,-3.8%,9%,i,0.2,-9,-10,1%,4.2%
Cc1ccc(N=CC=C2OC(C)(C)C(C)(C)O2)c(C)c1,0%,1,-33%,-0.2%,-30%,i,2.0,7,-13,14%,0.6%
CCO[C@H]1OC(C(=O)NCc2nc3ccccc3[nH]2)=C[C@@H](C)[C@@H]1CCCO,-7%,1.1,3%,-5.4%,-4%,i,1.4,4,-4,2%,1.4%
COC(=O)c1ccccc1NC(=O)NC1CCC(C)CC1 (stereo unspecified),-6%,1.1,7%,-0.9%,4%,i,0.5,25,27,8%,0.8%
Cn1c(-c2ccc(Br)cc2)cnc1NCc1cccnc1,3%,1.1,4%,-1.2%,-4%,i,0.5,-2,-14,3%,-0.7%
CNc1ccc(C(=O)c2ccccc2C(=O)O)cc1[N+](=O)[O-],-7%,1,-6%,-5.9%,0%,i,0.7,-7,-3,-5%,1.3%
Cc1ccc(C(=O)Nc2ccc(C(=O)NCC3CCCO3)cc2)cc1 (stereo unspecified),-4%,/,/,/,/,i,0.4,/,/,8%,0.5%
O=S(=O)(/C(=C/c1ccc(C(F)(F)F)cc1)c1nc2ccccc2[nH]1)c1ccccc1,-2%,1,20%,-13%,10%,?,/,3,-29,-1%,-2.5%
COC(=O)c1ccc(C(=O)OC)c(NC(=S)N2CCN(c3ccc(F)cc3)CC2)c1,9%,1,11%,1.4%,8%,i,0.5,18,6,3%,5.3%
CC1CN(C(=O)COC(=O)c2ccc(F)cc2Cl)CC(C)O1 (stereo unspecified),-12%,/,/,/,/,i,0.4,/,/,-3%,2.4%

# Entries of single compounds as entered above. Order of values: Salmonella PhoP GFP | TNAP activators | PMI inhibitors | XIAP displacement | PMI inhibition | Myeloid diff MLP | Myeloid diff MLP GFP+ MAC1+ % | WT yeast gro inh | WT yeast gro inh mutant strain | Siah-1 displacement | RSV antiviral HEp-2
# Cc1ccc(C(=O)Nc2ccc(C(=O)NCC3CCCO3)cc2)cc1 (stereo unspecified) in the list: -4% | / | / | / | / | i | 0.4 | / | / | 8% | 0.5%
# COc1cc(SC)ccc1C(=O)N1CCCc2ccccc21 in the list: -5% | / | / | / | / | i | 0.7 | / | / | 2% | 3.0%
# O=S(=O)(/C(=C/c1ccc(C(F)(F)F)cc1)c1nc2ccccc2[nH]1)c1ccccc1 in the list: -2% | 1 | 20% | -13% | 10% | ? | / | 3 | -29 | -1% | -2.5%
# COC(=O)c1ccccc1NC(=O)NC1CCC(C)CC1 (stereo unspecified) in the list: -6% | 1.1 | 7% | -0.9% | 4% | i | 0.5 | 25 | 27 | 8% | 0.8%
# COc1ccc(NC(=O)NCCN2CCN(c3ccc(C)cc3)CC2)c(Cl)c1 in the list: 0% | / | / | / | / | i | 0.0 | / | / | -1% | 0.8%

# Additional results.
SMILES,Salmonella PhoP GFP,TNAP activators,PMI inhibitors,XIAP displacement,PMI inhibition,Myeloid diff MLP,Myeloid diff MLP GFP+ MAC1+ %,WT yeast gro inh,WT yeast gro inh mutant strain,Siah-1 displacement,RSV antiviral HEp-2
CCOc1ccc(C2Nc3cccc4cccc(c34)N2)cc1OC,4%,1.1,11%,-4.5%,27%,i,0.6,3,26,75%,8.7%
O=C(Nc1ccccc1)N1CCCN(c2ccc(C(F)(F)F)cn2)CC1,0%,/,/,/,/,i,0.5,/,/,-3%,7.1%
Cc1ccc(S(=O)(=O)NNC(=S)Nc2ccc(Cl)cc2)cc1,7%,/,/,/,/,i,0.3,/,/,-2%,-0.7%
CN1CC=C2C(C#N)=C(N)C(C#N)(C#N)C(Cc3ccccc3)C2C1 (stereo unspecified),-8%,1.1,21%,1.9%,21%,i,0.8,9,36,10%,1.4%
CCCN(CC(=O)Nc1ccccc1OC)C(=O)c1ccncc1,-2%,/,/,/,/,i,1.7,/,/,4%,0.8%
CC(C)c1ccc(/C=C/C(=O)n2nnc3ccccc32)cc1,-4%,1,1%,0.3%,0%,i,0.7,16,5,-1%,52%
COC(C(=O)Nc1ccc(S(=O)(=O)Nc2ccc(F)cc2)cc1)c1ccccc1 (stereo unspecified),-7%,1.1,12%,1.1%,0%,i,0.7,19,0,11%,14%
CNCc1ccccc1Sc1cc(O)ccc1O,11%,0.7,19%,-6.4%,41%,i,0.0,12,8,19%,11%
COc1ccc(C/C(C)=N/NC(=S)Nc2ccc(C)c(C)c2)cc1,-5%,1.1,13%,-2.6%,11%,i,0.6,4,8,1%,0.1%
COc1ccc2c(CC(=O)NCc3cccs3)coc2c1,4%,1.1,1%,-4.2%,17%,i,0.5,2,4,-1%,0.6%
O=C(Nc1ccccn1)C1COc2ccccc2O1 (stereo unspecified),-7%,1.1,-4%,-4.1%,-7%,i,8.4,-3,-16,0%,75%
COc1ccc(NC(=O)C(Sc2ccccc2)c2ccccc2)c(OC)c1 (stereo unspecified),4%,1.1,13%,-3.3%,10%,i,3.0,17,20,0%,1.4%
Cc1cccc(C)c1OCc1cc(C(=O)NCc2ccc(Cl)s2)no1,4%,/,/,/,/,i,1.7,/,/,-2%,-0.7%
Cc1nn(-c2ccccc2)c2sc(C(=O)N3CCc4ccccc4C3)cc12,-2%,1,11%,-0.8%,10%,i,0.6,37,27,1%,/
ClC(/C=N/n1cnnc1)=C/c1ccccc1,0%,/,/,/,/,i,0.5,/,/,6%,9.5%
CC(C)CN(C(=O)CSc1nnnn1-c1ccccc1)c1c(N)n(CC(C)C)c(=O)[nH]c1=O,2%,1,-13%,-5.8%,-7%,i,0.2,-13,15,1%,-0.9%
O=[N+]([O-])c1cccc(/C=C/C=N/Nc2nc(N3CCCCC3)nc(N3CCCCC3)n2)c1,-6%,0.9,-4%,-3.8%,-4%,i,0.8,53,42,2%,12%
COc1ccc(CCC(=O)NCCCNC(=O)CCc2ccc(OC)cc2)cc1,-15%,1.1,-2%,4.9%,1%,i,0.2,1,-7,5%,2.0%
COC(=O)c1sc(S(=O)(=O)N2CCCCC2C(=O)O)c(C(=O)OC)c1C (stereo unspecified),1%,1.1,1%,-1.4%,7%,i,0.6,24,-4,-7%,0.5%
C#CCOCCOCCOCCNc1nc(N2CCN(C(=O)Cn3cc(CC(C)O)nn3)CC2)nc(N2CCN(C(=O)[C@H](CCCCN)n3cc(CCC(=O)O)nn3)CC2)n1 (stereo partly specified),-2%,1.1,-20%,-6.2%,-23%,i,0.7,7,-6,-4%,0.1%
CCOc1ccc2cc(C(=O)NCc3ccccc3)c(=N)oc2c1,-6%,/,/,/,/,i,1.1,/,/,1%,1.6%
O=C(O)/C(=C/c1cccnc1)NC(=O)c1ccccc1,8%,1.1,-3%,-3.4%,-4%,i,0.1,5,2,9%,3.1%
COc1ccc(C(=O)N2CCN(Cc3cc(OC)ccc3OC)CC2)cc1,-5%,/,/,/,/,i,0.6,/,/,4%,1.5%
Clc1ccc(-c2cn3c(n2)CCC3)cc1,3%,1.1,-13%,-1.5%,-7%,i,0.1,10,20,-1%,21%
COc1ccc(CCNC(=O)NC23CC4CC(CC(C4)C2)C3)cc1OC,-4%,1.2,8%,-4.3%,5%,i,1.1,13,15,-3%,0.3%
CCC(=O)N(Cc1cc(=O)[nH]c2ccccc12)c1cccc(C)c1,-14%,1.1,3%,-6.9%,9%,i,1.0,-19,0,0%,1.3%
CCCCC(C(=O)NC1CCCC1)N(Cc1ccco1)C(=O)Cn1nnc(-c2ccc(F)cc2)n1 (stereo unspecified),-9%,1,-1%,-5.3%,-9%,i,1.5,39,19,-8%,0.9%

# High-throughput results deposited in PubChem BioAssay by several laboratories.
